TDP-43 yeast inh = qHTS of TDP-43 Inhibitors; 410,000 compounds, 1.8% hits; TDP-43 expressing yeast growth rescue, BacTiter-Glo, 24 h; Potency, µM (highest dose often 46.1 µM), inactives show at the top dose growth rescue (activation), most hits filed as activators; note: potency is the fitted concentration of half-maximal effect; % of control where 0% means no effect; nearly all actives have a fitted effect of over 50% in size
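Yeast cells expressing TDP-43 under galactose induction are exposed to compounds for 24 hr at 30 deg C. BacTiter-Glo luminescence measures growth, so protective compounds score as activators.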
aSyn yeast inh = qHTS of alpha-syn Inhibitors; Yeast expressing alpha-synuclein, growth rescue, BacTiter-Glo, 24 h; Potency, µM (highest dose often 46.1 µM), for the others: at the top dose growth rescue (activation), hits mostly activators; 370,000 compounds, 0.14% hits; note: potency is the fitted concentration of half-maximal effect; % of control where 0% means no effect; nearly all actives have a fitted effect of over 65% in size
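Screening used galactose-induced yeast with toxic alpha-synuclein levels, exposed to compound for 24 hr at 30 deg C. Cell growth, read with BacTiter-Glo luminescence, gave the measured signal.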
DRD3 antagonist = qHTS of D3 Dopamine Receptor Antagonist: qHTS | D(3) dopamine receptor (Homo sapiens), P35462 | D3R cells, DiscoveRx beta-arrestin luminescence, antagonist mode; hits give low values | max response, negative = inhibition, % | 360,000 compounds, 2.5% hits | AID 652054, 2013; in the data active = max response below about -50%; inconclusive = no clear call, values can overlap the other calls; note: % is set by controls: 0 for no effect and ±100 for the full control effect; mostly tested at two doses, the higher about 12 µM
Target sequence (P35462 whole entry, looked up): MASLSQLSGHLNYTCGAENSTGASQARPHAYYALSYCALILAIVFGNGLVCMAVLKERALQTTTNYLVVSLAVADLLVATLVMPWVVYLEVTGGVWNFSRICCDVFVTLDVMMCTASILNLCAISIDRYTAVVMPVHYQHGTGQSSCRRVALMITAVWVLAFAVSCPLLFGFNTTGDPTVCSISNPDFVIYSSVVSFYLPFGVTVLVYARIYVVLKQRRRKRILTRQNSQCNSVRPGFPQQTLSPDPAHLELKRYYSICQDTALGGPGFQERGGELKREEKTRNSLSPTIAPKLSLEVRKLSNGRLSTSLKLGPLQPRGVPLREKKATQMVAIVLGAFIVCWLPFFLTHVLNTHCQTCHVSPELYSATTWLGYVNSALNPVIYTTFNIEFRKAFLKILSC
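Cells expressing the human receptor were seeded at 1500 cells/well, incubated overnight at 37 degrees C in 5% CO2, then exposed to library compounds with dopamine controls for 90 minutes at 37 degrees C before luminescent detection.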
GLP-1R inv ag = qHTS of GLP-1 Receptor Inverse Agonists (Inhibition Mode); HEK293 GLP-1R CRE-luciferase, luminescence, 24 h; GLP-1R form is constitutively active; Potency, µM (highest dose often 38.3 µM), for the others: at the top dose activity change, negative = inhibition, actives largely listed as inhibitors; AID 624417, 2012; Glucagon-like peptide 1 receptor (Homo sapiens), P43220; 410,000 compounds, 1.6% hits; note: potency is the fitted concentration of half-maximal effect; % is set by controls: 0 for no effect and ±100 for the full control effect; nearly all actives have a fitted effect of over 55% in size
Target sequence (P43220 whole entry, looked up): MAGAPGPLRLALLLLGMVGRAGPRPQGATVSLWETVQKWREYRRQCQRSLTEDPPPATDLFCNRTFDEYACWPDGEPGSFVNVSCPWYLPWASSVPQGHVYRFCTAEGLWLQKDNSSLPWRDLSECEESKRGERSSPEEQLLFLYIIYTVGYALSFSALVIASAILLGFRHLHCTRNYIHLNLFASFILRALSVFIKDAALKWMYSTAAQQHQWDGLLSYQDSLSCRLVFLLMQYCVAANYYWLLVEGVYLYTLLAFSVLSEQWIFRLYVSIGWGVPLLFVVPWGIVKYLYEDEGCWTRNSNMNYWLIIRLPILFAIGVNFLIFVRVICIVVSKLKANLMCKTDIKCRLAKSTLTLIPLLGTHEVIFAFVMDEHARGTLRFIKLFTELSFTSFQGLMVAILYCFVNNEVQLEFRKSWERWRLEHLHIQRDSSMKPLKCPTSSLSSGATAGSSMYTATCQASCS
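HEK293 cells stably co-expressing a cAMP-responsive luciferase reporter and constitutively active GLP-1R were seeded, incubated 12 h, then exposed to compounds for 24 h at 37 C. Luminescence was read 12 min after detection reagent; inverse agonists lower signal.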
GLP1R ag = qHTS of GLP-1 Receptor Agonists. HEK293 GLP-1R CRE-luciferase, luminescence, 4-6 h; cells express a hypersensitive GLP-1R form. Glucagon-like peptide 1 receptor (Homo sapiens), P43220. 380,000 compounds, 0.007% hits. Potency, µM (top dose mostly 45.6 µM), without a hit: at the top dose activation, actives largely listed as activators; note: potency is the fitted concentration of half-maximal effect; % of control where 0% means no effect
KB-V1 cytotox = qHTS assay for MDR1-selective chemotherapeutics: Primary screen using the drug-selected MDR subline cells KB-V1 | KB-V1 MDR cells viability, CellTiter-Glo, 72 h | Potency, µM (series often up to 46.1 µM), without a hit: at the highest dose activity change, negative = cytotoxicity, hits mostly cytotoxic | AID 1347076, 2019 | 400,000 compounds, 3.4% hits; note: potency is the fitted concentration of half-maximal effect; % is set by controls: 0 for no effect and ±100 for the full control effect; nearly all actives have a fitted effect of over 60% in size
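Cytotoxicity toward P-gp-expressing KB-V1 cells was determined as loss of CellTiter-Glo luminescence after 72 h at 37 degrees C. Compounds were tested in quantitative HTS format across a concentration range, with curves fitted to normalized data.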
PTHR1 ag = qHTS for PTHR1 Agonists: Primary Screen. Parathyroid hormone/parathyroid hormone-related peptide receptor (Homo sapiens), Q03431. 410,000 compounds, 0.075% hits. AID 743266, 2014. HEK293 GP2 PTHR1 cells, GloSensor cAMP luminescence, 1 h. Potency, µM (highest dose often 115 µM), for the others: at the highest dose activation, hits mostly activators; note: potency is the fitted concentration of half-maximal effect; nearly all actives have a fitted effect of over 55% in size; some results filed as inactive show a strong effect at the top dose; inactives centre near -15; many of its hits are not listed in these tables
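HEK-293-derived GP2 cells expressing PTHR1 and a GloSensor cAMP reporter, 3,000/well, plated overnight, given luciferin plus IBMX (each 0.5 mM as added) for 1 h at 37 °C, then compound for 1 h at 37 °C. Luminescence was read after 15 min at room temperature.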
D3 ag = qHTS of D3 Dopamine Receptor Agonist: qHTS; D3R DiscoveRx beta-arrestin cells, luminescence, 90 min; max activation, %; 410,000 compounds, 0.58% hits; in the data active = max activation above about 30%; note: 0% is about no effect; mostly tested at two doses, the higher about 12 µM
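Agonist mode: compounds and dopamine controls were applied to plated cells for 90 min at 37 degrees C after an overnight attachment at 1500 cells/well. Luminescent read-out followed 30 - 60 minutes at room temperature with DiscoveRx detection reagent.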
GLP1R cytotox = qHTS of GLP-1 Receptor Inverse Agonists: Cytotox Screen | HEK293 cAMP-luciferase reporter cells, luminescence, 24 h | Potency, µM (highest dose often 38.3 µM), without a hit: top-dose activity change, negative = inhibition, most hits filed as inhibitors | 410,000 compounds, 0.13% hits | AID 624418, 2012;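 note: loss of luciferase light is scored as toxicity; potency is the fitted concentration of half-maximal effect; % is set by controls: 0 for no effect and ±100 for the full control effect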
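To flag toxic compounds, the library was rerun on cells for 24 hr at 37 deg C and 5% CO2. Viability-linked luminescence was captured 12 min after adding luciferase detection reagent.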
* hit, by the source's call; i = inactive; ? = inconclusive; . = not tested or not shown; & = joins results of further samples; [ ] = another dose, or the depositor's remark. Unless noted, calls come from the whole dose curve; as a rule, active = well fitted curve in the direction sought with a large enough effect; inconclusive = small, poorly fitted or top-dose-only effect, or another doubt; inactive = no such curve, though single readings can be large; an effect the other way counts as inactive or inconclusive. Only part of the results is shown (hit frequency here may not be typical).

Value order: TDP-43 yeast inh, aSyn yeast inh, DRD3 antagonist, GLP-1R inv ag, GLP1R ag, KB-V1 cytotox, PTHR1 ag, D3 ag, GLP1R cytotox
NNC1=N[C@H]2CS(=O)(=O)C[C@H]2S1
 : -14%, -9%, -1, 7%, 8%, -12%, i, -7, -6%
CCCCC1=CC2=C(c3ccco3)C(=O)C(C)(OC(=O)c3ccc(OC)cc3)C(=O)C2=CN1CCCOC(C)C (stereo not drawn)
 : 7%, -1%, -83*, ?, 8%, -5%, -19%, -18, -8%
COC(=O)Oc1ccc(/C=N/NS(=O)(=O)c2ccccc2)cc1OC
 : 7%, 2%, 2, 21%, 2%, 0%, -59%[inhibitor], -5, -14%
C=C(C)C1CC=C(C)/C(=N/NC(=S)Nc2ccccc2)C1 (stereo not drawn)
 : 23%, -3%, -15, ?, -3%, ?, -3%, -1, ?
CCC(C)c1ccc(NC(=S)N2CCCC2)cc1 (stereo not drawn)
 : 14%, -12%, -4, ?, 14%, -6%, -19%, -4, -32%
O=C1CC(N2CCC(c3nc4ccccc4o3)CC2)C(=O)N1c1cc(Cl)cc(Cl)c1 (stereo not drawn)
 : -81%[inhibitor], 10%, 11, 0%, -7%, -3%, -15%, 0, -14%
CCOC(=O)CN1C(=N)N(c2nc(NC(C)C)nc(NC(C)C)n2)CC1=O
 : -22%, -1%, -11, 17%, 13%, -5%, i, 0, 4%
Cc1ccc(S(=O)(=O)N2CCC(=O)N(C(COCc3ccc(Cl)cc3)C(C)C)CC2)cc1 (stereo not drawn)
 : ?, 7%, -2, ?, 14%, ?, -31%[inhibitor], 4, -11%
CN(CC(=O)Nc1cccc(F)c1)C(=O)c1ccc(NC2CC2)c([N+](=O)[O-])c1
 : 14%, -12%, -6, ?, 1%, -23%, -9%, -10, -1%
COc1cc(NC(=O)c2cc(Cl)ccc2Cl)ccc1NC(=O)c1cc2ccccc2o1
 : 2%, ., ., ?, ., 3%, -21%, 9, -26%
Cc1ccc(C(=O)N2CCC3(CC2)Oc2ccc(Cl)cc2C(=O)C32CC(c3ccccc3)=NO2)s1 (stereo not drawn)
 : -6%, -10%, 0, -13%, 2%, 0%, 9%, -9, -11%
Cc1cccc(N2CCN(c3cc(C)nc4nnnn34)CC2C)c1 (stereo not drawn)
 : 17%, 10%, -13, -4%, 2%, -11%, i, 1, 4%
CCc1ccc(NC(=O)C2=CC(c3ccc4c(c3)OCO4)=NS(=O)(=O)N2C)cc1
 : 6%, ., ., -28%, ., -2%, -61%[inhibitor], -12, -2%
COc1ccc(N2C(=O)CC(NCC#N)C2=O)cc1 (stereo not drawn)
 : ?, 2%, -7, 5%, 6%, 29%, i, -12, -15%
CCS(=O)(=O)c1ccc(C(=O)NC)c(Cl)c1Cl
 : -7%, 2%, 0, 7%, -3%, ?, i, 2, -5%
CC(C)(C)C(=O)NC1(C(F)(F)F)NC(=O)N(Cc2ccccc2)C1=O (stereo not drawn)
 : -12%, 8%, 1, -25%, -3%, 19%, i, -1, -24%
COc1ccc(Cn2cnc3c([N+](=O)[O-])c(C)c(C)cc32)cc1
 : ?, 8%, 12, 0%, 19%, 0%, -20%, 0, -38%
CCOc1ccc(/C=C2\CCC(C3CCCC3)C2=O)cc1 (stereo not drawn)
 : -6%, 3%, 5, 12%, 1%, -18%, -4%, 6, -5%
COc1ccc(-n2c(Cc3ccccc3)nnc2SCc2ccc([N+](=O)[O-])cc2)cc1
 : 25%, 4%, -12, ?, 35%, 0%, i, -1, -25%
COCCN(C(=O)CC1CCCCC1)c1c(N)n(CC(C)C)c(=O)[nH]c1=O
 : -18%, 0%[1.84 µM], -17, 18%, -9%, -30%, 3%, -2, 12%
Cc1nc2nc(C)c(CCC(=O)NCCCN3CCN(c4cccc(Cl)c4)CC3)c(C)n2n1
 : -19%, -1%&-3%, 74&-20, ?, -5%&1%, 8%&-3%, -5%, 3&-5, -15%&1%
CCc1c(C)nc(N2CCN(c3ccccc3)CC2)[nH]c1=O
 : -7%, -8%, 2, 4%, -5%, 1%, -10%, 8, -5%
O=C(Nc1ccc(Br)cc1)c1cc(S(=O)(=O)Nc2ccccn2)ccc1Cl
 : -14%, 7%, 0, ?, 6%, 19%, -17%, 0, -5%
O=S1(=O)CC(N2CCCCC2)CN1Cc1ccc(F)cc1 (stereo not drawn)
 : 24%, 6%, 7, 20%, 3%, -6%, -26%, 9, 0%
O=c1c(-c2cccs2)nc2ccccc2n1C(CCc1ccccc1)c1nc2ccccc2[nH]1 (stereo not drawn)
 : 11%, -2%, -9, ?, ., -18%, i, -1, 62%[activator]
CCOc1ccc(NC(=S)N2CCCCCC2)cc1
 : 15%, 1%, 0, -10%[0.307 µM], -4%, 0%, -2%, -6, 0%[0.307 µM]
COc1ccc(-n2ccnc2SCC(=O)NCc2ccc(F)cc2)c(OC)c1
 : -7%, 2%, -13, -11%[7.66 µM], -9%, ?, i, -7, 9%[7.66 µM]
O=C(NCc1nnc(SCC(=O)N2CCC(Cc3ccccc3)CC2)o1)c1ccccc1F
 : 10%, -1%, -20, -22%, 8%, -2%, -25%, 1, 11%
Cc1ncsc1CCSc1nc2ccccc2c(=O)n1C
 : ?, 3%, -22, 0%, 11µM*, -27%, -21%[57.5 µM], 14, 8%
Cn1c(NCc2ccco2)nc2ccccc21
 : -8%, -2%, -15, 0%, -7%, -11%, -1%[57.5 µM], 2, -6%

Retrieved by structure from the list above (2):
Value order: TDP-43 yeast inh, aSyn yeast inh, DRD3 antagonist, GLP-1R inv ag, GLP1R ag, KB-V1 cytotox, PTHR1 ag, D3 ag, GLP1R cytotox
COc1cc(NC(=O)c2cc(Cl)ccc2Cl)ccc1NC(=O)c1cc2ccccc2o1
 : 2%, ., ., ?, ., 3%, -21%, 9, -26%
CCc1c(C)nc(N2CCN(c3ccccc3)CC2)[nH]c1=O
 : -7%, -8%, 2, 4%, -5%, 1%, -10%, 8, -5%

The results go on.
Value order: TDP-43 yeast inh, aSyn yeast inh, DRD3 antagonist, GLP-1R inv ag, GLP1R ag, KB-V1 cytotox, PTHR1 ag, D3 ag, GLP1R cytotox
Cc1ccc(CN2CC(N3CCN(CCO)CC3)CS2(=O)=O)cc1 (stereo not drawn)
 : 13%, 1%, -61*, -4%, 2%, 0%, -10%, -4, 2%
Cc1cccc(-n2c(=O)c3c(C)c(C)sc3n(CC(N)=O)c2=O)c1
 : 3%, -1%, 6, 5%, 12%, 7%, i, 9, -8%
C=CCNC(=S)NCc1ccccc1
 : 3%, -2%, -20, -4%, 5%, -5%, ?, -8, -9%
O=C(CSc1nnc2c(Cl)cc(C(F)(F)F)cn12)N(Cc1ccccc1)Cc1ccccc1
 : 9%, 18%, -15, ?, 9%, 0%, -43%[inhibitor], 0, -12%
O=C(/C=C/c1ccc(F)cc1)NC(=S)N1CCN(Cc2ccccc2)CC1
 : 13%, -1%, -20, ?, 1%, 5%, -15%, -25, ?
COCCN(C(=O)c1ccc(OC2CCN(S(=O)(=O)N(C)C)CC2)cc1)C(C)C
 : 4%, 9%, 17, 5%, 1%, -19%, -15%, -4, 5%
CCOc1cc(/C=C2\CCn3c2nc2cc(Cl)ccc2c3=O)ccc1O
 : 8%, -10%, 3, 0%, -3%, 1%, -7%, 29, 1%
N#CC1=C(N)N(c2ccccc2C#N)C2=C(C(=O)CCC2)C1c1ccsc1 (stereo not drawn)
 : -14%, 5%, -5, -10%, 1%, -5%, -20%, -4, -26%
Cc1cc(C)cc(N(CCC#N)C(=O)COC(=O)CNC(=O)c2sc3ccccc3c2Cl)c1
 : -15%, -5%, -18, 4%, 8%, 3%, i, -20, -5%
c1ccc2sc(-c3ccc4c(c3)OCO4)nc2c1
 : -4%, -13%, 22, -10%, -11%, ?, ?, 0, 5%
COc1ccccc1NC(=O)N1c2ccc(F)cc2CCC1C (stereo not drawn)
 : ?, 2%, -19, ?, -4%, -16%, i, 1, 6%
COC(=O)c1cccc(NC(=O)CCNC(=O)c2ccco2)c1
 : -12%, -3%, 9, 7%, 4%, 1%, -2%, 1, -1%
NS(=O)(=O)c1ccc(N2CCOCC2)c(C(=O)NCc2ccc3c(c2)OCO3)c1
 : 0%, 0%, 8, -19%, -3%, 14%, i, 9, -20%
O=C(CSc1ncn(-c2ccccc2)n1)Nc1ccc2c(c1)OCCO2
 : 10%, 3%, -18, -20%, 8%, -2%, -11%[57.5 µM], -9, -4%
COc1cccc(-c2nc(S(=O)(=O)c3ccccc3)c(N3CCC(C)CC3)o2)c1
 : 17%, ., ., ?, ., ?, -3%, 10, 2%
CCOC(=O)N1CCN=C1SCc1ccc(C(F)(F)F)cc1
 : 15%, -1%, 10, 7%, 12%, ?, i, -6, 9%
Cc1cc(C(=O)Nc2ccccc2C)n(-c2ccccc2)n1
 : 7%, 8%, ?, 22%, 6%, 2%, -24%, -14, 0%
Cc1csc(NC(=O)CSc2nnc(-c3cccs3)n2C)n1
 : -14%, -6%, 11, 10%, -1%, 0%, -2%, 11, 7%
Cc1ccc(NS(=O)(=O)c2ccc(C)c(NC(=O)COc3ccc4ccccc4c3)c2)c(C)c1
 : ., ?, 0, 5µM*, -2%, ?, i, 17, -6%
COCCn1c(=S)[nH]c2cc(C(=O)N3CCC(C(N)=O)(N4CCCCC4)CC3)ccc2c1=O
 : -17%, -13%, 11, -5%, -7%, -3%, i, 0, -15%
COc1ccc(CNC(=O)CN(Cc2ccco2)C(=O)CNS(=O)(=O)c2ccccc2)cc1
 : -28%, 1%, -14, ?, 4%, -16%, -13%, -11, 5%

Compound activity from PubChem.
